Compound activity from PubChem BioAssay.
HSP90 inh: HSP90 inhibitors, primary screen, cell lysate, luminescence; Heat shock protein HSP 90 (rabbit reticulocyte lysate; luciferase refolding); inhibition, % at 5.6 µM; Rabbit reticulocyte lysate, luciferase refolding luminescence, 3 h; 0.91% of 290,000 active; AID 1789, 2009;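 active = inhibition above the screen-wide mean plus 3 SD, computed separately per campaign, cut at about 16% in these data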;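 also: 0% = DMSO wells and 100% = 60 µM geldanamycin wells; inhibitors lower the luminescence because luciferase stays unfolded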
AI-2 QS modul: Vibrio harveyi AI-2 quorum sensing modulators, primary screen, JMH597 strain, luminescence/OD600 ratio; Vibrio harveyi JMH597 AI-2 luminescence/OD600 ratio, 9 h; stronger effect = lower value; strain lacks LuxN and CqsS sensors; 0 = neutral-control median; activity change, % at 7.5 µM; 0.4% of 300,000 active; in the data active = activity change below about -75%, passing the limit was not always enough; inconclusive = no clear call, values can overlap the other calls;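 also: luminescence divided by OD600 gain over 9 h not by final OD600 alone; inactives centre near 13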
aSyn UTR inh: MLPCN primary screen, SNCA 5' untranslated region | alpha-synuclein 5'UTR reporter, inhibitor activity | AID 1813, 2009 | inhibition, % (tested at 7.5 µM) | 0.82% of 300,000 active; in the data active = inhibition above about 60%; inconclusive = no clear call, values can overlap the other calls;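 also: H4 neuroglioblastoma cells stably carrying SNCA 5'UTR luciferase fusion; 0% = DMSO wells and 100% = positive control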
GSK3 alpha inh: blockers of GSK3A enzyme activity – biochemical, luminescence, cell-free homogeneous, HTS, primary screen. GSK-3 alpha kinase, ADP-Glo luminescence, 60 min. 0.1% of 320,000 active. inhibition, % at 10 µM. Glycogen synthase kinase-3 alpha (Homo sapiens), P49840. AID 2650, 2010;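 in the data active = inhibition above about 50%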;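 also: GST-tagged GSK-3 alpha with peptide substrate and 25 µM ATP; 0% = DMSO neutral wells and 100% = GW8510 positive control wells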
Target sequence (P49840 whole entry, looked up): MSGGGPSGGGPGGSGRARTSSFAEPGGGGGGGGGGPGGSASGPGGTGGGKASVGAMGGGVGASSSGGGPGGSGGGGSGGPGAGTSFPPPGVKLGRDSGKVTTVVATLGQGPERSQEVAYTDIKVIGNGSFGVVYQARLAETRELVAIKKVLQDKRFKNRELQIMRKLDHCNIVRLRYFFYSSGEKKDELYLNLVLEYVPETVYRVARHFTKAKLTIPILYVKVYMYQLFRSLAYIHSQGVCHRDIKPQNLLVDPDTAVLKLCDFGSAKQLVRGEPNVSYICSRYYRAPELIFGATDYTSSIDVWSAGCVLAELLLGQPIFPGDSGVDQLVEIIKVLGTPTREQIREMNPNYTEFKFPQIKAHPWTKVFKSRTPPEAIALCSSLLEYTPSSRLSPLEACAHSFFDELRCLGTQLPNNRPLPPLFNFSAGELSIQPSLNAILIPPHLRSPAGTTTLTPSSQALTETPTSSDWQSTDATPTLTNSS
KLF5 inh: KLF5 expression inhibitors, primary screen, DLD-1 cells, luminescence. 0.23% of 290,000 active. AID 1700, 2009. DLD-1 KLF5 promoter-luciferase reporter. inhibition, % at 5 µM;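 active = inhibition above a per-plate limit of that plate's mean compound inhibition plus 3 SD, cut at about 60% in these data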;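 also: 0% = DMSO wells and 100% = LY294002 at 200 µM; higher means less KLF5 promoter-driven luciferase light; inactives centre near -14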
IEC-6 tox: cytotoxicity in IEC-6 intestinal epithelial cells, primary screen, cytotoxicity control for KLF5 inhibitor project, cell-based, luminescence | IEC-6 cytotoxicity, luminescence viability | inhibition, % at 5 µM | 0.78% of 290,000 active | AID 1825, 2009; in the data active = inhibition above about 22%;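 also: 0% = plate median of test compound wells and 100% = cytotoxic reference compound wells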
GSK3B inh: human GSK3beta kinase inhibitors, primary screen, biochemical, cell-free homogeneous, HTS; 0.038% of 300,000 active; activity score (negative = inhibition), % at 10 µM; Glycogen synthase kinase-3 beta (Homo sapiens), P49841; GST-GSK3beta kinase, ADP-Glo luminescence, 60 min; stronger effect = lower value; AID 2097, 2009;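 active = more than half of replicate wells score below -50%, meaning over 50% inhibition versus plate controls; inconclusive = some replicates but at most half score below -50%; inactive = no replicate scores below -50%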;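 also: 0% = median DMSO wells and -100% = median GW8510 positive control wells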
Target sequence (P49841 whole entry, looked up): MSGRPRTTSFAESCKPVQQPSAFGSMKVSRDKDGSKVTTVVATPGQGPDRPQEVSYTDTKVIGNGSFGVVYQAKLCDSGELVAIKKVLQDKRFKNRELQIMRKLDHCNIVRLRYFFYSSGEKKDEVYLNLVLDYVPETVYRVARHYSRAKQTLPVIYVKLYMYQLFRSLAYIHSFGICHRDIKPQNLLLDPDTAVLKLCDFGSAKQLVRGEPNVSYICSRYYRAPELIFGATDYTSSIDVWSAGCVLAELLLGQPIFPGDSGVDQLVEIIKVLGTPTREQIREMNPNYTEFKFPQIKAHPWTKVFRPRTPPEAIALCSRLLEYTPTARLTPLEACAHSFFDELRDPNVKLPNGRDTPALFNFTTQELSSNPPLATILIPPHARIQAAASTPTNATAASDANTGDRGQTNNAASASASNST
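Test system: GST-tagged human GSK3beta kinase, cell-free; evaluation: activity score scaled between in-plate DMSO and GW8510 controls; measured by: ADP-Glo luminescence; incubation: 60 min reaction, RT; benchmarks: DMSO and 20 µM GW8510; reagent: peptide substrate plus 25 µM ATP (final); medium: Tris/MgCl2 kinase buffer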
PolyA inhibitor: polyadenylation inhibitors in yeast reporter cells, primary screen, luminescence, S. cerevisiae | AID 1875, 2009 | S. cerevisiae SKY197-pL101 polyadenylation reporter, beta-gal luminescence; efflux-impaired pdr1/pdr3 knockout yeast; score 100 = 6 SD above DMSO | 0.02% of 300,000 active | calls only at 12 µM;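 active = lowest replicate activity score at least 50, where 100 means six control SD above control mean; inconclusive = lowest score under 50 but half or more replicates reach 50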;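 also: yeast exposed to compound for 9 h at 30 °C; higher score means more reporter readthrough which indicates perturbed polyadenylation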
HSF1 activator: HSF-1 activators, primary screen, NIH3T3-HGL cells, MG132 stress, luminescence, single point | NIH3T3-HGL HSF-1 luciferase reporter, 8 h; 100% = twice DMSO control signal | activation, % at 9 µM | 1.7% of 300,000 active | AID 504408, 2011;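 active = mean replicate activation of at least 50% with a set share of replicates each reaching 50%; inconclusive = only one of those two conditions met; inactive = mean below 50% and too few replicates reaching it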;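 also: 0% = median of the neutral control wells and 100% = twice that signal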
HSF1 inhib: HSF1 inhibitors in luciferase reporter cells, primary screen, cell-based, NIH3T3, luminescence; NIH3T3-HGL HSE-luciferase, MG132-induced, luminescence 8 h; stronger effect = lower value; activity change, negative = inhibition, % at 7.5 µM (by protocol); 0.77% of 300,000 active; AID 2098, 2009;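 active = more than half of replicate wells show activity change below -50%, luminescence cut by over half; inconclusive = some wells, but at most half, below -50%; inactive = no replicate well below -50%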;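 also: luciferase reports HSF-1 transcriptional activity via heat shock element; 0% = median of DMSO wells and -100% = zero luminescence signal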
Starred values were filed as active, the others as inactive; i = inactive; ? = inconclusive; nt = not tested or not shown. A portion of the library (hit frequency here may not be typical).

The line under a structure holds: HSP90 inh	AI-2 QS modul	aSyn UTR inh	GSK3 alpha inh	KLF5 inh	IEC-6 tox	GSK3B inh	PolyA inhibitor	HSF1 activator	HSF1 inhib
> CC[N+](C)(C)Cc1ccccc1Br
 : 0	26	6	nt	-3	-6	0	i	-14	-5
> Cc1ccccc1NC(=O)CN1C(=O)C2C3CC(C(Br)C3Br)C2C1=O (centres undefined)
 : 3	13	-8	1	4	-2	2	i	14	-6
> Cc1cccc(NCc2cccc3ccccc23)n1
 : -6	1	-67	-1	-25	8	0	i	35	15
> COc1ccc(CN(C)C(=O)CCN2C(=O)c3ccccc3C2=O)c(OC)c1OC
 : 2	6	4	0	-29	4	4	i	8	-7
> CCCN1CN(c2ccccc2)C(=S)N(c2ccccc2)C1
 : 4	8	4	-2	3	6	0	nt	2	2
> CCN(CC)C(=S)SC1CCCCN(C(=O)c2ccccc2)C1=O (centres undefined)
 : 4	41	-5	1	-14	-2	3	i	9	-1
> CCc1ccc(C(C(=O)NCc2ccc(F)cc2)N(C(=O)c2csnn2)C2CC2)cc1 (centres undefined)
 : 3	19	1	1	-5	0	-2	i	14	2
> C=CCn1c(=O)c2ccccc2n2c(SCC(=O)Nc3sc(C)c(CC)c3C(=O)OCC)nnc12
 : -5	17	3	2	3	2	-1	i	54*	20
> CC(C)NC(=O)Cn1nnc(-c2cccc(NC(=O)c3ccccc3F)c2)n1
 : -5	21	1	1	-10	-4	2	i	-12	-2
> COC(=O)N/N=C\c1ccc(-c2cc(Cl)c(Cl)cc2Cl)o1
 : -6	12	?	-2	-16	-7	1	i	3	4
> Cc1ccccc1OCC(=O)Nc1nnc(C2CCCC2)s1
 : 1	-3	-6	-7	-34	3	2	i	22	5
> NS(=O)(=O)c1ccc(N2C(=O)C(=O)/C(=C(/O)c3ccccc3)C2c2ccc(Cl)cc2)cc1 (centres undefined)
 : 4	22	3	-2	7	-2	2	i	-4	-5
> N#Cc1ccc(C(=O)NCC2CCCCC2)cc1
 : 1	16	-4	-2	-33	0	5	i	10	7
> CSc1nsc(SCC(=O)Nc2c(C)n(C)n(-c3ccccc3)c2=O)n1
 : 3	14	6	nt	-17	-5	-2	i	2	-3
> O=C1N=C(N2CCOCC2)S/C1=C\C=C/c1ccccc1
 : 1	16	-170	0	-68	0	-5	i	-10	5
> COc1ccc(CC(=O)Nc2nnc(SCc3ccccc3)s2)cc1S(=O)(=O)N1CCOCC1
 : -2	9	-1	-1	-19	-4	-2	i	7	-1
> Cn1nc(C(=O)NCc2ccccc2)c2c1-c1ccccc1S(=O)(=O)C2
 : -7	nt	16	-1	-2	2	2	i	8	0
> CCn1c(C(=O)N2CCC(Cc3ccccc3)CC2)cc2sccc21
 : -8	38	-3	1	-16	-4	-4	i	12	-6
> CCc1cc(=O)oc2cc(C)cc(OCC(=O)N3CCC[C@@H]3C(=O)O)c12
 : -1	-6	13	-1	-11	-3	0	nt	-9	0
> CCOC(=O)C1CCN(CC(=O)Nc2c(C(=O)OC)[nH]c3ccc(Cl)cc23)CC1
 : 1	30	-4	5	-20	-3	2	i	7	-8
> COC(=O)Cc1cc(=O)[nH]c(Nc2nc3ccccc3o2)n1
 : -1	7	-23	-4	-29	-5	2	i	-9	0
> COc1ccc(S(=O)(=O)NC(CC(=O)NCC2CCCO2)c2ccco2)cc1 (centres undefined)
 : -1	19	-2	0	-26	-1	2	i	4	-2
> COC(=O)CNC(=O)C12CC3CC(C1)CC(c1ccc(C)cc1)(C3)C2
 : -3	10	1	-1	-20	-1	4	i	-17	-7
> CCCc1nnc(NC(=O)CCC(=O)NCCc2ccc(OC)c(OC)c2)s1
 : -4	34	8	-5	-32	-1	1	i	1	-7
> CCN(c1cccc(C)c1)c1ncnc2nc[nH]c12
 : -2	36	9	8	-12	2	-3	i	-14	-11
> Cc1ccsc1/C=N/NC(=O)c1nnn(-c2nonc2N)c1CN(C)c1ccccc1
 : 2	22	-5	13	16	10	-1	i	-26	-1
> COc1ccccc1CCNC(=O)C(=O)c1cn(CC(=O)N2CCCC2)c2ccccc12
 : -2	11	-31	0	-26	0	3	i	11	16
> CN(C)c1cccc(C(=O)Nc2nc3ccccc3[nH]2)c1
 : 25*	34	36	-1	34	6	2	i	30	5
> CCCc1ccc(-c2ccc(/C=C/C(=O)O)cc2)nc1
 : 59*	-22	115*	-3	79*	8	1	i	-44	-32
> CCOCCCn1c(SCC(=O)Nc2cc(C(C)(C)C)nn2-c2ccccc2)nc2ccccc2c1=O
 : -2	21	26	-2	-12	7	-1	i	29	3
> Cc1ccc(CNC(=O)C2CC(c3ccc(C(F)(F)F)cc3)=NO2)o1 (centres undefined)
 : nt	16	0	0	nt	nt	2	i	-6	6
> N/C(=N/O)C(c1ccccc1)c1ccccc1
 : 5	15	-45	-3	-1	-5	-4	i	5	5
> CC(NC(=O)c1cccc(Cn2cc([N+](=O)[O-])cn2)c1)c1ccc(C(C)(C)C)cc1 (centres undefined)
 : -1	5	27	7	-19	-1	1	i	15	6
> Cc1csc(NC(=O)c2c(-c3ccccc3)noc2C)n1
 : -4	21	12	-1	0	-9	0	i	-2	-6
> CC(=O)N1N=C(c2ccc3ccccc3c2)OC12CCCC2
 : 1	-2	-18	-3	-3	-6	0	i	16	11
> Nc1ccc2nc(SCC(=O)N3CCOCC3)sc2c1
 : -6	27	-71	2	-24	2	-4	i	4	-5
> COc1ccc(NC(=O)[C@@H]2CC=C[C@@H]3CCN(C4CCCCC4)C(=O)[C@@H]32)cc1
 : nt	-2	12	-2	nt	nt	4	i	-1	-1
> CSc1ccccc1C(=O)Nc1nc2ccccc2[nH]1
 : 0	9	-133	3	-43	3	-1	i	10	5
> O=C(NC1CCN(Cc2ccccc2)CC1)c1ccc(CS(=O)c2ccc(F)cc2)o1 (centres undefined)
 : 0	26	-5	-8	-13	-3	6	i	-14	-1
> CCOc1ccc(NC2=NCC(=O)N2Cc2cccs2)cc1
 : 1	19	-11	nt	-4	6	0	i	-13	-9
> Cc1ccc(C(=O)COC(=O)CN2C(=O)C3C4CCC(C4)C3C2=O)cc1[N+](=O)[O-] (centres undefined)
 : 5	-1	6	0	-1	-5	0	i	-7	-1
> CC(=O)c1ccc(N2CCN(C(=O)Nc3ccc(C(C)C)cc3)CC2)cc1
 : -1	31	24	-3	2	1	0	i	1	-1
> Cc1ccc(C(=O)Nc2ccc3c4c(cccc24)CC3)cc1[N+](=O)[O-]
 : -1	25	-21	-1	3	1	1	i	10	2
> O=C(O)CCC(=O)N1CCc2cc(S(=O)(=O)N3CCCCC3)ccc21
 : 3	0	19	-1	-24	2	-2	i	-10	-9
> COc1cc2c3c(c1)-c1c(sn(-c4cc(OC)ccc4OC)c1=S)C(C)(C)N3C(=O)C2=O
 : 0	6	-11	-1	-20	-3	-3	i	14	10
> COc1cccc(NC(=O)c2ccc3nsnc3c2)c1
 : -5	14	-151	2	-102	8	-2	i	1	21
> NCCCSC1=NCCCN1
 : -6	8	1	nt	-18	0	-1	i	10	-10
> N#CCCN(C(=O)COC(=O)CNC(=O)C12CC3CC(CC(C3)C1)C2)c1ccccc1
 : nt	27	-8	0	nt	nt	0	i	3	-4
> COc1ccc(C(=O)NC(=S)NC(C)c2ccccc2)cc1 (centres undefined)
 : nt	129	2	1	nt	nt	-1	i	12	8
> Cc1ccc(C(C)C)cc1S(=O)(=O)NC1CC(C)(C)NC(C)(C)C1
 : 0	nt	17	-1	-13	-2	nt	i	-29	-12
> Cc1cc(F)ccc1NS(=O)(=O)c1c(C)nc2scc(C)n2c1=O
 : -1	nt	2	1	-1	9	nt	i	8	12
> CCCOC(=O)CSC1=C(C#N)C(c2ccc3c(c2)OCO3)CC(=O)N1 (centres undefined)
 : -3	4	2	-3	-27	-5	-3	i	11	13
> CC(=O)CCc1c(C)[nH]c2ccc(NC(C)=O)cc2c1=O
 : 3	26	-27	-3	-8	0	2	i	-6	0
> Cc1cc(C(=O)C(=O)O)c(C)n1-c1ccc(Cl)cc1
 : -2	4	17	-1	2	-6	-2	i	-1	-4
> C1CCC2(CC1)C1=C(CCCC1)Nc1nnnn12
 : 0	12	0	-1	-18	-3	1	i	-1	-7
> COc1ccc(C(=O)Nc2ccc(N3CCN(C(=O)c4cccs4)CC3)cc2)cc1Br
 : -1	25	-15	-1	6	-5	1	i	12	3
> CN(C1=NC(=O)CS1)c1ccc(O)cc1
 : 1	-2	-5	-2	6	5	3	i	1	6
> CCOC(=O)CC(NS(=O)(=O)c1ccc2[nH]cc(C(=O)O)c(=O)c2c1)c1ccc(OCC)c(OC)c1 (centres undefined)
 : 2	1	-1	3	-9	-6	-2	i	88*	45
